Screens from PubChem BioAssay.
GALK inhibitor – inhibitors of human galactokinase (GALK); Potency, µM (series often up to 57.5 µM), inactives show top-dose activity, negative = inhibition, usual class: inhibitors; P51570; recombinant GALK, Kinase-Glo ATP luminescence, 1 h; 44,000 tested, under 10 active;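 further: plate controls were full GALK reaction for no effect and reaction lacking GALK for full effect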
Target sequence (P51570 whole entry, looked up): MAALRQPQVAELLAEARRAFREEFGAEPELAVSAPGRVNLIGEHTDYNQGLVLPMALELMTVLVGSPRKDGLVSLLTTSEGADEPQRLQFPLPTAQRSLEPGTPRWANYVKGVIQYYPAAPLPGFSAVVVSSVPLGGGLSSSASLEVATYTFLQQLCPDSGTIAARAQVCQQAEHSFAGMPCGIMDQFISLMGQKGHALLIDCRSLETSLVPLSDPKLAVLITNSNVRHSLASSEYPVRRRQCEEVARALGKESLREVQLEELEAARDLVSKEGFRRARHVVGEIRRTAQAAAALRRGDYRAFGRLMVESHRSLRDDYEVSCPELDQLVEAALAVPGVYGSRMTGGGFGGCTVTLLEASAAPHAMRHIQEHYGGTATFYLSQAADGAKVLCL
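5 nM GALK; 35 uM ATP; 100 uM D-galactose; 20 mM HEPES pH 8.0, 5 mM MgCl2, 60 mM NaCl, 1 mM DTT, 0.01% BSA; 1 h RT; Kinase-Glo Plus luminescence.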
p53null 32C kill – kills p53 null cells at the permissive temperature; H1299-neo p53 null cells, ATP luminescence, 24 h, 32C; Potency, µM (highest dose often 46.1 µM), for the others: at the top dose activity change, negative = cytotoxicity, hits mostly cytotoxic; 0.62% of 55,000 active; AID 903;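 further: potency means the concentration at half of the fitted maximal effect; 0% = DMSO only and -100% = full killing by 100 µM tamoxifen; nearly all actives have a fitted effect of over 55% in size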
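We seeded p53-null H1299-neo cells, incubated them overnight at 37C, and added compounds across a range up to 46 uM. After 24 hours at 32C, ATP reagent was applied for 20 min at room temperature and luminescence recorded.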
FH mod – Identification of activators of human fumarate hydratase by quantitative high-throughput screening | FH coupled MDH/diaphorase resazurin fluorescence, 15 min | Potency, µM (titrated, usually from 79.9 µM), for the others: at the top dose activity change, negative = inhibition, actives largely listed as inhibitors | 0.22% of 54,000 active | Fumarate hydratase, mitochondrial (Homo sapiens), P07954; further: potency means the concentration at half of the fitted maximal effect; on the % scale 0 is the no-effect control and ±100 the full control effect; the screen sought activators but most active calls are inhibition curves; nearly all actives have a fitted effect of over 45% in size
TSG101-PTAP inh – blocks PTAP binding to human TSG101, validation. Q99816. Fluorescence polarization, FITC-PTAP peptide/Tsg101, 20 min. Potency, µM (top dose mostly 115 µM), inactives show at the top dose activity change, negative = inhibition, most hits filed as inhibitors. 44,000 tested, under 10 active; further: potency means the concentration at half of the fitted maximal effect; 0% is about no effect
Target sequence (Q99816 whole entry, looked up): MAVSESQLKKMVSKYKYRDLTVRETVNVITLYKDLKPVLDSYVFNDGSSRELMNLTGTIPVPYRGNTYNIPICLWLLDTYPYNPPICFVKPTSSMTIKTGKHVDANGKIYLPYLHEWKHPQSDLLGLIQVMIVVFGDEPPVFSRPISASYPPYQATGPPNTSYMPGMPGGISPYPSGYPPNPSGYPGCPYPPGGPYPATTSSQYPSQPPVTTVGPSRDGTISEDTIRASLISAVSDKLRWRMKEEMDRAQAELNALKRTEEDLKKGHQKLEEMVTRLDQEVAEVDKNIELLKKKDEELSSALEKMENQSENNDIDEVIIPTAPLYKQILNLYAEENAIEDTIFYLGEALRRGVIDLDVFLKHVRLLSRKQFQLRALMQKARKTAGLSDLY
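Steps: Tsg101 binding domain (10 uM final) in HEPES pH 7.5/NaCl/Tween 20/EDTA/TCEP; add compound; add FITC-PTAP peptide (50 nM final); incubate 20 min r.t.; read polarization.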
p53null 39C kill – selectivity test: cytotoxicity in p53 null cells, nonpermissive temperature | H1299 p53-null (neo) cells, 39C, ATPlite viability, 24 h | Potency, µM (highest dose often 46.1 µM), for the others: at the top dose activity, negative = cell killing, actives largely listed as cytotoxic | 0.97% of 55,000 active | AID 904;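 further: potency means the concentration at half of the fitted maximal effect; 0% = DMSO only and -100% = full killing by 100 µM tamoxifen; nearly all actives have a fitted effect of over 50% in size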
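ATP-luminescence viability readout (ATPlite, 20 min RT) after 24 hr compound treatment at 39C of H1299-neo or H1299-p53A138V cells; titration up to 46 uM; normalized to DMSO and 100 uM tamoxifen; Hill-fit AC50.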
NTMT1 inh – NTMT1 methyltransferase inhibition | Potency, µM (series often up to 114 µM), for the others: at the highest dose activity change, negative = inhibition, actives largely listed as inhibitors | NTMT1 MTase-Glo SAH luminescence, purified enzyme | Q9BV86 | 2.5% of 59,000 active;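 further: potency means the concentration at half of the fitted maximal effect; plate controls were DMSO vehicle for no effect and no enzyme for full effect; nearly all actives have a fitted effect of over 65% in size; many of its hits are not listed in these tables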
Target sequence (Q9BV86 whole entry, looked up): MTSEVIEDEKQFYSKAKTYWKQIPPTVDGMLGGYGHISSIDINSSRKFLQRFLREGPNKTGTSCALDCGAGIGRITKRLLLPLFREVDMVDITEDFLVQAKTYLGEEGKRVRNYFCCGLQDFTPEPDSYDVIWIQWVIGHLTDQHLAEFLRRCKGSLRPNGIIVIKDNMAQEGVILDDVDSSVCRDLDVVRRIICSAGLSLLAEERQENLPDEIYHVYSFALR
B2AR arrestin ag – agonists recruiting beta-arrestin to human beta2-adrenergic receptor; P07550; HTLA Tango cells, beta-arrestin recruitment, luciferase luminescence, 18 h; Potency, µM (highest dose often 46.1 µM), without a hit: top-dose activation, usual class: activators; 44,000 tested, under 10 active; AID 1347077;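 further: potency means the concentration at half of the fitted maximal effect; 0% = DMSO and full agonism = EC100 isoproterenol or metaproterenol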
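Luminescence read-out: arrestin recruitment to recombinant beta2-AR releases tTA, inducing luciferase. Cells exposed 18 hr at 37 degrees C to up to 46 microM compound; %Activity from corrected signal, concentration-response curves classified by r2, magnitude and efficacy.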
The depositor's hits bear a star; ? = inconclusive; [ ] = remark or other dose. The call rests on the fitted dose curve; in most records, active means well fitted curve in the direction sought with a large enough effect; inconclusive means small, poorly fitted or top-dose-only effect, or another doubt; inactive means no such curve, though single readings can be large; an effect the other way counts as inactive or inconclusive.

cpd	SMILES	GALK inhibitor	p53null 32C kill	FH mod	TSG101-PTAP inh	p53null 39C kill	NTMT1 inh	B2AR arrestin ag
1	Cc1ccc(NC(=O)N2CCN(C)c3ncccc32)cc1C	-3%	1%	-3%	4%	0%	-29%	-2%
2	Cc1ccc(CCNC(=O)Cn2ncc3c([nH]c4ccccc43)c2=O)cc1	-4%	-15%	3%	-4%	-15%	9%	0%
3	Cc1c(-c2cccc(NC(=O)Nc3ccc(Cl)cc3)c2)nc2ncccn12	-9%	-4%	-24%	1%	-4%	-1%	-1%
4	COc1cc(Cl)c(C)cc1NC(=O)CCCN1C(=O)C(c2ccccc2)Oc2cccnc21 (stereo unspecified)	0%	6%	-16%	0%	23%	9%	0%
5	O=C1C2=C(Nc3ccccc3SC2c2ccccc2C(F)(F)F)c2ccccc21 (stereo unspecified)	0%	-17%	?	-1%	?	6%	-2%
6	COc1cc(NC(=O)C2CCCN(S(=O)(=O)c3ccc4c(c3)oc(=O)n4C)C2)c(C(=O)O)cc1OC (stereo unspecified)	1%	-6%	?	-3%	-6%	34%[activator]	-2%
7	CCN(CC)CCNC(=O)c1ccc2c(c1)NC(=O)C(CS(=O)(=O)Cc1ccc(F)cc1Cl)N2 (stereo unspecified)	1%	6%	1%	-22%	20%	-10%	2%
8	COc1ccccc1CNC(=O)c1ccc2c(c1)N(Cc1cccc(C)c1)C(=O)c1ccccc1S2(=O)=O	0%	-3%	-9%	-1%	15%	7%	1%
9	COc1ccccc1NC(=O)Cn1c(=O)n(-c2ccccc2Cl)c(=O)c2sc3ccccc3c21	-2%	3%	-10%	0%	-12%	8%	1%
10	CCCN(C(=O)c1cc2ccc3cccnc3c2[nH]1)c1ccc(F)cc1	2%	-10%	11%	-4%	-15%	8%	0%
11	COc1ccc(CCNC(=O)Cn2nc(-c3ccc(Cl)cc3)ccc2=O)cc1OC	0%	-3%	-21%	1%	12%	1%	-1%
12	Cc1ccc(CNC(=O)CSc2ncc3c(n2)-c2cc(Cl)ccc2N(C)S3(=O)=O)cc1	4%	2%	-3%	2%	-1%	0%	-1%
13	O=S(=O)(c1ccc2nc(Nc3cccc(F)c3)ccc2c1)N1CCCC1	3%	-5%	-27%	0%	-18%	-3%	-1%
14	COc1ccc2c(c1)CCc1c(C(=O)Nc3c(C)nn(Cc4ccc(C)cc4)c3C)noc1-2	4%	35%[activator]	?	-5%	40%[activator]	-21%	-1%
15	COc1ccccc1NC(=O)c1c(NC(=O)c2cccs2)sc2c1CCC(C(C)(C)C)C2 (stereo unspecified)	-3%	-8%	-9%	-1%	-1%	21%	-1%

cpd	SMILES	GALK inhibitor	p53null 32C kill	FH mod	TSG101-PTAP inh	p53null 39C kill	NTMT1 inh	B2AR arrestin ag
16	COc1cc(-c2noc(-c3ccc(NCc4cccnc4)c([N+](=O)[O-])c3)n2)cc(OC)c1OC	?	-10%	?	-6%	-8%	-3%	-2%
17	CCOCCc1nn2c(=O)cc(COC(=O)CNC(=O)c3cccc(C)c3)nc2s1	1%	-3%	-15%	0%	-3%	7%	-1%
18	COc1ccc(CCNc2ncnc3c2c(-c2ccccc2)cn3-c2ccc(F)cc2)cc1OC	2%	4%	?	-5%	2%	-11%	-1%
19	COc1ccc(N2CCN(Cc3nc4c(c(=O)n(C)c(=O)n4C)n3C(C)C)CC2)cc1	-1%	22%	-9%	-7%	3%	-5%	3%
20	O=C(COc1ccc(F)cc1)Nc1ccc2nc(SCC(=O)N3CCOCC3)sc2c1	-5%	5%	-7%	-4%	-9%	-2%	-4%
21	Cc1ccc(C)c(Cn2c3ccccc3c3cnn(CC(=O)NCC(C)c4ccccc4)c(=O)c32)c1 (stereo unspecified)	4%	-3%	-1%	0%	?	6%	-3%
22	CC1CCc2c(sc(NC(=O)COc3ccccc3)c2C(=O)Nc2ccccc2Cl)C1 (stereo unspecified)	0%	1%	-16%	-1%	-10%	-2%	0%
23	COc1ccc(-c2cc(C(C)=O)c(C)n2CCC(=O)Nc2cc(C)ccc2OC)cc1	1%	2%	-10%	0%	-10%	-4%	-2%
24	CCCCOC(=O)c1ccc(Nc2ncnc3c2cnn3-c2cccc(C)c2)cc1	0%	-3%	1%	-3%	15%	9%	1%
25	Cc1ccc(NC(CNS(=O)(=O)c2ccc(Cl)cc2)c2ccccc2)cc1 (stereo unspecified)	-5%	5%	?	-8%	?	-1%	-4%
26	COC(=O)C(CCSC)NC(=O)c1cc2c(n(-c3ccccc3)c1=O)CC(C)(C)CC2=O (stereo unspecified)	4%	-12%	1%	2%	8%	0%	1%
27	CCn1c(=O)c2sccc2n2c(CCCC(=O)N3CCN(c4ccccc4OC)CC3)nnc12	0%	12%	-4%	-8%	-17%	2%	-1%
28	CC(C)c1ccc(NC(=O)CN2C(=O)COc3ccc(S(=O)(=O)Nc4ccccc4)cc32)cc1	0%	10%	?	-2%	13%	-11%	1%
29	Cc1ccc(-c2csc(-c3nc(-c4ccc(Br)s4)cs3)n2)cc1	0%	-2%	2%	-1%	-12%	-9%	1%
30	COc1ccccc1N1CCN(C(=O)C2CCCN(S(=O)(=O)c3ccc4c(c3)oc(=O)n4C)C2)CC1 (stereo unspecified)	5%	-20%	0%	2%	11%	?	-1%

cpd	SMILES	GALK inhibitor	p53null 32C kill	FH mod	TSG101-PTAP inh	p53null 39C kill	NTMT1 inh	B2AR arrestin ag
31	COc1ccccc1CNC(=O)CCCCn1c(=O)c2ccccc2n(CC(=O)Nc2cccc(Cl)c2)c1=O	5%	16%	-17%	-3%	4%	10%	-2%
32	Cc1ccc(NC(=O)C(Cc2ccccc2)NS(=O)(=O)c2cccs2)cc1Cl (stereo unspecified)	5%	2%	-14%	14%	-16%	22%	0%
33	COc1cccc(NC(=O)c2oc3ccccc3c2NC(=O)C23CC4CC(CC(C4)C2)C3)c1	0%	3%	-13%	1%	3%	3%	1%
34	Cc1ccc(CSc2nc(-c3cccs3)ccc2C#N)cc1	3%	-4%	-9%	0%	-6%	-1%	0%
35	CCOC(=O)c1c(S(=O)(=O)NCC(=O)Nc2cc(C)ccc2OC)c(C)n(C)c1C	-1%	3%	-29%	-1%	-8%	-17%	-2%
36	COc1ccc(CCC(=O)NCc2nc3cccnc3n2Cc2cccc(OC)c2)cc1	0%	-2%	4%	2%	25%	-2%	0%
37	CC(C)CN1CCc2nc(N3CCN(c4ncccn4)CC3)ncc2C1	-1%	-4%	-7%	0%	-4%	-1%	1%
38	Cc1cc(Nc2cccc(F)c2)n2nc(-c3ccco3)nc2n1	0%	-5%	4%	-5%	-4%	0%	1%
39	Cc1cc(C)cc(OC(=O)c2snnc2C)c1	-6%	-9%	1%	-4%	12%	-1%	-3%
40	CCc1ccccc1NC(=O)Cn1ccn(Cc2ccccc2)c(=O)c1=O	2%	21%	2%	-4%	31%[activator]	10%	5%
41	Cc1ccc(NC(=O)Cn2c(=O)n(Cc3ccco3)c(=O)c3sc4ccccc4c32)cc1C	6%	7%	-14%	7%	?	4%	-2%
42	CCc1ccc2occ(CC(=O)Nc3c(C(=O)c4ccc(F)cc4)oc4ccccc34)c2c1	2%	-4%	-8%	1%	6%	1%	1%
43	COc1ccccc1NC(=O)CSc1nnc(N)s1	3%	4%	-11%	1%	1%	0%	4%
44	CC1CCCN(C(=O)Cn2ncc3c([nH]c4ccccc43)c2=O)C1 (stereo unspecified)	7%	7%	-13%	-3%	-9%	2%	-1%
45	COC(=O)c1c(NC(=O)Cc2coc3ccc(C(C)C)cc23)sc2c1CCC2	1%	-23%	-13%	5%	4%	-2%	-1%

cpd	SMILES	GALK inhibitor	p53null 32C kill	FH mod	TSG101-PTAP inh	p53null 39C kill	NTMT1 inh	B2AR arrestin ag
46	O=C(CSc1ncc2c(n1)-c1ccccc1N(Cc1ccc(F)cc1)S2(=O)=O)c1ccc(Cl)cc1	0%	-3%	-5%	3%	17%	1%	-1%
47	Cc1ccc2ncc(C(=O)NCCc3ccc(S(N)(=O)=O)cc3)c(=O)n2c1	5%	4%	-26%	-3%	-18%	-27%	-1%
48	CCCN1C(=O)C2(c3ccccc31)c1c(oc3cc(C)c(C)cc3c1=O)C(=O)N2CCCOC (stereo unspecified)	0%	5%	-4%	1%	4%	-2%	0%
49	COc1cccc(C(=O)NCCSc2c(-c3ccc(F)cc3)[nH]c3ccccc23)c1OC	3%	14%	?	3%	11%	1%	-2%
50	CC(C)Oc1cccc(C(=O)Nc2ccc3oc(-c4ccccc4)nc3c2)c1	2%	-6%	-20%	0%	4%	1%	-2%

Of the compounds above, these contain an aryl thioether with sulfur outside any ring:
cpd	SMILES	GALK inhibitor	p53null 32C kill	FH mod	TSG101-PTAP inh	p53null 39C kill	NTMT1 inh	B2AR arrestin ag
12	Cc1ccc(CNC(=O)CSc2ncc3c(n2)-c2cc(Cl)ccc2N(C)S3(=O)=O)cc1	4%	2%	-3%	2%	-1%	0%	-1%
20	O=C(COc1ccc(F)cc1)Nc1ccc2nc(SCC(=O)N3CCOCC3)sc2c1	-5%	5%	-7%	-4%	-9%	-2%	-4%
34	Cc1ccc(CSc2nc(-c3cccs3)ccc2C#N)cc1	3%	-4%	-9%	0%	-6%	-1%	0%
43	COc1ccccc1NC(=O)CSc1nnc(N)s1	3%	4%	-11%	1%	1%	0%	4%
46	O=C(CSc1ncc2c(n1)-c1ccccc1N(Cc1ccc(F)cc1)S2(=O)=O)c1ccc(Cl)cc1	0%	-3%	-5%	3%	17%	1%	-1%
49	COc1cccc(C(=O)NCCSc2c(-c3ccc(F)cc3)[nH]c3ccccc23)c1OC	3%	14%	?	3%	11%	1%	-2%

These rows are one share of the data; count on the stated rates, not on these rows.
